PLK1 PBD block = qHTS for Inhibitors of PLK1-PDB (polo-like kinase 1 - polo-box domain): Primary Screen | Serine/threonine-protein kinase PLK1 (Homo sapiens), P53350 | Plk1 PBD binding of FITC phosphopeptide, fluorescence polarization | Potency, µM, without a hit: max response, negative = inhibition, actives largely listed as inhibitors | 360,000 tested, 2.8% active; also: potency is read from the fitted curve at half-maximal effect; series mostly up to about 57 µM; % is scaled to controls: 0 for no effect and ±100 for the full control effect; nearly all actives have a fitted effect of over 65% in size
IL-2 act = qHTS of IL-2 Activators; IL-2 activation reporter assay, cell-based qHTS; stimulated with anti-CD3/CD4/CD28 beads; in transgenic mouse T cells; 360,000 tested, 0.065% active; activation, % (series mostly up to about 46 µM); in the data active = activation above about 50%; inconclusive = mostly about 30% to 49%; also: 0% is about no effect
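Unstimulated transgenic mouse T cells; 60-min compound exposure; bead-based TCR/CD4/CD28 stimulation; 18 h culture, 37 degrees C; dual fluorescence (EGFP, DsRed) plate cytometry.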
PI5P4K alpha inh = qHTS for Inhibitors of phosphatidylinositol 5-phosphate 4-kinase (PI5P4K) | Phosphatidylinositol 5-phosphate 4-kinase type-2 alpha (Homo sapiens), P48426 | PI5P4Kalpha enzyme, ADP-Glo luminescence, 60 min; active compounds read low | max response, % | 330,000 tested, 1.2% active | AID 652105, 2013; active = max response of -50% or lower; inconclusive = between -30% and -50%; inactive = -30% or higher; also: value at the top dose of about 77 µM; % is scaled to controls: 0 for no effect and ±100 for the full control effect
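ADP-Glo luminescence end-point read after a 60 min room-temperature kinase reaction of PI5P4Kalpha plus substrate, initiated with ATP at 5 microM final. Buffer: 0.038 M HEPES pH 7.4, EGTA, 0.1% CHAPS, 5% DMSO.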
EPAC2 agonist = qHTS for Agonist of cAMP-regulated guanine nucleotide exchange factor 4 (EPAC2): primary screen | Rap guanine nucleotide exchange factor 4 (Homo sapiens), Q8WZA2 | EPAC2 activation, biochemical qHTS; response scale: 100% = 6.5 mM cAMP response | Potency, µM (highest dose often 154 µM), for inactives: top-dose activation, actives largely listed as activators | 360,000 tested, 0.079% active | AID 720711, 2013; also: potency is read from the fitted curve at half-maximal effect; nearly all actives have a fitted effect of over 50% in size
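Each well held 100 nM EPAC2, 250 nM RAP1B-BODIPY-GDP and 50 uM GDP. Fluorescence, read at 5-min intervals to 30 min, was referenced to a 6.5 mM cAMP positive control.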
EPAC1 antagonist = qHTS for Antagonist of cAMP-regulated guanine nucleotide exchange factor 3 (EPAC1): primary screen | Rap guanine nucleotide exchange factor 3 (Homo sapiens), O95398 | EPAC1 GEF assay, Rap1b-BODIPY-GDP exchange fluorescence | Potency, µM (top dose mostly 115 µM), for inactives: at the highest dose activity change, negative = inhibition, actives largely listed as inhibitors | 360,000 tested, 0.14% active;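 also: potency is read from the fitted curve at half-maximal effect; plate controls were vehicle for no effect and positive control for full effect; nearly all actives have a fitted effect of over 50% in size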
Target sequence (O95398 whole entry, looked up): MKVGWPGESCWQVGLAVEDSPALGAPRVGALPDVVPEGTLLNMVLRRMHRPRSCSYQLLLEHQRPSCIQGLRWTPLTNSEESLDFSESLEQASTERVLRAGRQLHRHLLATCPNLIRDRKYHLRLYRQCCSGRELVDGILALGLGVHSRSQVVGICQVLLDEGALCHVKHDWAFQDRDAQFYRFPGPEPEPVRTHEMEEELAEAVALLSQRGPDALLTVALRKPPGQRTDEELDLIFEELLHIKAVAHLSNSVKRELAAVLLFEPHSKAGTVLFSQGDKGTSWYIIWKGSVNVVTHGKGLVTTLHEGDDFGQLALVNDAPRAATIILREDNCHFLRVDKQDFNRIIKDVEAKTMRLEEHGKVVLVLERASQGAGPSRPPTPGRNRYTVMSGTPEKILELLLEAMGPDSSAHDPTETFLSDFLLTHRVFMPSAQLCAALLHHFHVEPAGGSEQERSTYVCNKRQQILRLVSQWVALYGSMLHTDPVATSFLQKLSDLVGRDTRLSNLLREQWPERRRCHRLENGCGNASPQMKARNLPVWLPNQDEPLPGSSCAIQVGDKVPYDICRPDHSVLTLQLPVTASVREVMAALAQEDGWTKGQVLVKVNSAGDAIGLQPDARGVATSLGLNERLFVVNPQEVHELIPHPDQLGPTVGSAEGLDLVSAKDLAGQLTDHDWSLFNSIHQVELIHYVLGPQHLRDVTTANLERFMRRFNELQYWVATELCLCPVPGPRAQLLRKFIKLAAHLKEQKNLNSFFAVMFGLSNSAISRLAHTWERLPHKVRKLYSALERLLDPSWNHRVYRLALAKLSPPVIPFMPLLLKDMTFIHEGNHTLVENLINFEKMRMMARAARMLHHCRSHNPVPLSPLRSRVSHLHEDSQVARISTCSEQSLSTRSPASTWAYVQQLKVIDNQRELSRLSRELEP
WRN inhibitor = qHTS for Inhibitors of WRN Helicase | 360,000 tested, 0.46% active | WRN helicase unwinding, fluorescent forked duplex, kinetic | Bifunctional 3'-5' exonuclease/ATP-dependent helicase WRN (Homo sapiens), Q14191 | Potency, µM (doses to about 114 µM), for the others: at the highest dose activity change, negative = inhibition, usual class: inhibitors; also: potency is read from the fitted curve at half-maximal effect; % is scaled to controls: 0 for no effect and ±100 for the full control effect; nearly all actives have a fitted effect of over 55% in size
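WRN at 20 nM final preincubated with compound 15 min at room temperature; reaction started with 100 nM fluorophore/quencher forked duplex oligonucleotide and 2 mM ATP final. Unwinding followed kinetically by red fluorescence (ex 525, em 598 nm).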
CCT modulator = High-Throughput Screening for Modulators of Cytosolic Chaperonin Activity; purified chaperonin ATPase assay, HTRF ADP detection, 30 min; AID 651819, 2012; activity change, % (no concentration beside the values), hits read low; 360,000 tested, 0.3% active; in the data active = activity change below about -30%; also: % is scaled to controls: 0 for no effect and ±100 for the full control effect
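TRiC (40 or 20 nM final, by batch activity) in 30 mM Tris pH 7.4, 100 mM KCl, 5 mM MgCl2, 1 mM DTT was treated with compound at 76 uM single dose, then 10 uM ATP, 30 min at 37 °C. ADP was read by HTRF Transcreener.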
EPAC1 agonist = qHTS for Agonist of cAMP-regulated guanine nucleotide exchange factor 3 (EPAC1): primary screen; 360,000 tested, 0.073% active; Potency, µM (highest dose often 154 µM), inactives show at the highest dose activation, usual class: activators; EPAC1 agonist qHTS, biochemical assay; response scale: 100% = response to 6.5 mM cAMP; Rap guanine nucleotide exchange factor 3 (Homo sapiens), O95398; also: potency is read from the fitted curve at half-maximal effect; nearly all actives have a fitted effect of over 60% in size
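Fluorescent GDP-exchange assay: 100 nM EPAC1 with 250 nM Rap1B preloaded with BODIPY-GDP and 50 uM GDP; compounds tested as concentration series, 5 min at room temperature, then read every 5 min for 30 min (ex 480/em 540 nm); normalized to 6.5 mM cAMP.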
Starred values were filed as active, the others as inactive; ? = inconclusive; nt = no result given; [ ] = another dose, or the depositor's remark. Unless noted, calls follow the shape of the dose curve; as a rule, active = well fitted curve in the direction sought with a large enough effect; inconclusive = small, poorly fitted or top-dose-only effect, or another doubt; inactive = no such curve, though single readings can be large; an effect the other way counts as inactive or inconclusive. These rows are one share of the data; count on the stated rates, not on these rows.

Structure	PLK1 PBD block	IL-2 act	PI5P4K alpha inh	EPAC2 agonist	EPAC1 antagonist	WRN inhibitor	CCT modulator	EPAC1 agonist
C=CCN1C=CC=C/C1=C1\SC(=S)N(C)C1=O	-16%	0.9	1	11%	9%	-2%	-3.3	0%
CC(C)Nc1ncnc2c1ncn2[C@H]1CN(Cc2ccc3c(c2)OCO3)C[C@@H](CO)O1	-1%	0.2	0	1%	-7%	-3%	-0.2	2%
Cc1nc(N)sc1-c1csc(Nc2cccc(C(=O)O)c2)n1	-17%	0.2	-52*	3%	-20%	-13%[11.6 µM]	1.1	14%
O=C(CCN1C(=O)c2ccccc2S1(=O)=O)Nc1nc2c(s1)CCCC2	-7%	-2.5	nt	6%	3%	2%	-2.9	3%
COc1ccccc1-c1cnn2c(NC3CCCC3)cc(C)nc12	-3%	-0.8	7	22%	9%	11%	2.3	12%
CCC(C(=O)N1CC2(C)CC1CC(C)(C)C2)N1C(=O)c2ccccc2C1=O (stereo not given)	-9%	-0.5	-7	-3%	-5%	8%	-3.7	5%
COc1ccc(Cn2nnnc2C(c2cccs2)N2CCSCC2)cc1 (stereo not given)	-2%	-2.5	nt	1%	6%	10%	-4.2	8%
CC1CCN(C(=O)c2ncn(Cc3ccccc3)c2C(=O)N2CCC(C)CC2)CC1	-9%	0.2	0	5%	4%	9%	-0.8	8%
O=C(COC(=O)CSc1ccc([N+](=O)[O-])cc1)NCCc1ccccc1	?	0.4	1	0%	-6%	-16%	-3.6	-6%
CCOC(=O)N1CCN(C(=O)c2cc3c(-c4ccc(Cl)cc4)nn(C)c3s2)CC1	-9%	-5.1	-7	6%	2%	2%	-4.2	-19%
C=C(Br)Cn1c(CCC)nc2ccccc21	-6%	0.0	2	-5%	14%	2%	-6.3	-13%
CCN(Cc1nc2ccccc2c(=O)[nH]1)Cc1nc2cc(OC)c(OC)cc2c(=O)[nH]1	0%	-1.4	1	-2%	-5%	4%	-3.9	-5%
COCCCN=Cc1c(C)[nH]n(-c2ccc(Br)c(C)c2)c1=O	3%	-0.2	9	-4%	-17%	-11%	-1.3	-2%
NC(=O)COC(=O)c1cc(Cl)cc(Cl)c1N	-3%	2.3	-1	4%	-2%	0%	-0.2	2%
COc1ccc(OCC(=O)OCCN(C)C)cc1	-16%	-2.5	-1	9%	-24%	-6%	0.1	2%
COc1cccc(CN2CCNC(=O)C2CC(=O)NCCc2cccc(C)n2)c1OC (stereo not given)	-8%	-0.5	1	2%	-23%	3%	-0.6	-9%
Cc1cc(-c2nnc(CCC(=O)NCC(C)c3ccccc3)o2)no1 (stereo not given)	-8%	0.3	3	9%	-5%	-11%	0.7	17%
CC(C)C[C@@H](CO)NS(=O)(=O)c1cc(Cl)ccc1F	-7%	-0.6	1	1%	-2%	1%	-0.9	-1%
O=C(c1ccccc1)N1CCN(Cc2ccccc2C(F)(F)F)CC1	-6%	-3.5	-3	8%	-17%	0%	-3.1	-7%
COc1ccc2cc[nH]c2c1	21µM*	0.4	0	4%	15%	6%	-1.1	4%

An excerpt from the list above, as a working copy:
Structure	PLK1 PBD block	IL-2 act	PI5P4K alpha inh	EPAC2 agonist	EPAC1 antagonist	WRN inhibitor	CCT modulator	EPAC1 agonist
Cc1cc(-c2nnc(CCC(=O)NCC(C)c3ccccc3)o2)no1 (stereo not given)	-8%	0.3	3	9%	-5%	-11%	0.7	17%
CC(C)C[C@@H](CO)NS(=O)(=O)c1cc(Cl)ccc1F	-7%	-0.6	1	1%	-2%	1%	-0.9	-1%
O=C(c1ccccc1)N1CCN(Cc2ccccc2C(F)(F)F)CC1	-6%	-3.5	-3	8%	-17%	0%	-3.1	-7%
COc1ccc2cc[nH]c2c1	21µM*	0.4	0	4%	15%	6%	-1.1	4%

Continuation:
Structure	PLK1 PBD block	IL-2 act	PI5P4K alpha inh	EPAC2 agonist	EPAC1 antagonist	WRN inhibitor	CCT modulator	EPAC1 agonist
CC(=O)/C=C\c1ccccc1OC(=O)c1cc2ccccc2oc1=O	-7%	-0.5	-3	9%	8%	-4%	-0.3	-13%
O=C1CC2(CCCC2)CC(=O)N1c1ccccc1	-4%	-0.3	1	-5%	-1%	-10%	-0.4	13%
COc1ccccc1CCNC(=O)C(=O)NCC1OCCCN1S(=O)(=O)c1ccc(F)cc1C (stereo not given)	12%	-0.3	1	-2%	-6%	-10%	1.2	4%
COCCn1c(=S)[nH]c2cc(C(=O)NC3CCCC(C)C3C)ccc2c1=O (stereo not given)	-4%	2.0	6	-6%	-8%	-3%	0.7	0%
COc1ccc(CNC(=O)C[C@H]2C[C@H](C(=O)N(C(C)C)C(C)C)[C@@]3(C)c4[nH]c5cc(CCC(=O)N(C)C)ccc5c4CCN3C2=O)cc1OC	-11%	0.6	2	6%	-5%	-5%	-0.7	7%
COc1cccc(Sc2ccccc2/C=N/NC(N)=O)c1	4%	-3.1	1	0%	15%	4%	-0.6	-4%
COC(=O)C1=CN(c2cccc(OCc3ccccc3)c2)C(N)=C(C#N)C1c1ccc(-c2ccccc2)cc1 (stereo not given)	-3%	4.2	4	6%	-5%	6%	nt	0%
Clc1ccc(/C=N/Nc2nn[nH]n2)cc1	-9%	-1.9	-7	2%	3%	-2%	-1.1	9%
CC1(C)OC2C(CO)OC(n3cnc4c(=S)nc(N)[nH]c43)C2O1 (stereo not given)	?	-0.4	-23	3%	-3%	-4%	0.9	7%
CCOC(=O)N1CCN(CCC(=O)Nc2ccccc2OC)CC1	-16%	-0.1	3	-2%	-10%	-1%	-5.6	0%
CC(NC(=O)c1ccccc1)C(=O)NC1=NCCS1 (stereo not given)	-2%	3.2	nt	-4%	8%	0%	-0.3	0%
COc1ccc(NC(=O)c2ccc(COc3ccccc3)o2)cc1	11µM*	0.7	-26	17%	-8%	-6%	-3.7	19%
COc1ccc(C(=O)CSc2nnc(NC(=O)C3CC(=O)N(c4ccccc4C)C3)s2)cc1 (stereo not given)	-7%	-3.4	?	-9%	-12%	-19%	0.5	-6%
COc1ccccc1NC(=O)Cn1c(C)nc2c(sc(=S)n2Cc2ccco2)c1=O	-26%	-1.7	0	7%	-7%	7%	-0.4	-5%
CC(=O)Nc1ccc(NC(=O)Nc2ccc(C)c(C)c2)cc1	-6%	-3.3	0	10%	7%	-3%	2.3	12%
CC1CCC(NC(=O)COC(=O)c2cccnc2Cl)CC1 (stereo not given)	-7%	0.3	0	4%	-13%	2%	1.7	5%
CSc1nc(C)c2c(n1)N(c1cccc(C)c1)CC2	-8%	-0.1	17	4%	-2%	-8%	-0.4	2%
O=C(CCNC(=O)c1ccccc1)NNC(=O)c1ccccc1Br	-1%	-2.2	8	2%	6%	-14%	-3.2	-5%
CC(=O)c1ccc(S(=O)(=O)N2CCCC(N(C)CCc3ccccn3)C2)cc1 (stereo not given)	-22%	2.5	-2	10%	-7%	-4%	-0.2	-1%
Cc1noc(C)c1COc1ccc(C(=O)Nc2ccccn2)cc1	-7%	-1.2	2	16%	-2%	2%	0.0	10%

Part of the list above, reduced to WRN inhibitor and EPAC2 agonist.
Molecule	WRN inhibitor	EPAC2 agonist
COc1ccccc1CCNC(=O)C(=O)NCC1OCCCN1S(=O)(=O)c1ccc(F)cc1C (stereo not given)	-10%	-2%
CC(NC(=O)c1ccccc1)C(=O)NC1=NCCS1 (stereo not given)	0%	-4%

The results go on.
Structure	PLK1 PBD block	IL-2 act	PI5P4K alpha inh	EPAC2 agonist	EPAC1 antagonist	WRN inhibitor	CCT modulator	EPAC1 agonist
O=S(=O)(Nc1ccc2c(c1)oc1ccccc12)N1CCCC1	0%	-3.0	3	-1%	5%	-12%	-1.9	15%
Cc1ccc(NC(=O)C2CCCNC2=O)nc1 (stereo not given)	5%	1.0	nt	-7%	-8%	2%	-3.4	-1%
Cc1ccc(Cc2c(-c3cccc(Br)c3)nc3ccc(Cl)cn23)cc1	6%	-0.8	-3	7%	-11%	-11%	-0.9	-1%
Fc1ccc(C2=CC(c3cccs3)n3nnnc3N2)cc1 (stereo not given)	-9%	-0.2	-2	11%	-3%	3%	1.6	11%
O=C(Cc1ccccc1[N+](=O)[O-])NCc1ccc(Cl)cc1Cl	6%	0.4	-1	2%	4%	1%	-0.4	6%
O=C(CCCCN1CCCCC1)c1ccc2c(c1)Cc1ccccc1-2	-1%	-0.3	0	3%	0%	9%	-2.0	14%
Cc1ccc(S(=O)(=O)N2CCc3ccccc3C2CN2C(=O)c3ccccc3C2=O)cc1 (stereo not given)	-4%	0.8	0	12%	-2%	-6%	-5.3	15%
COc1ccccc1NC(=O)c1nn(C)cc1Br	-3%	1.5	4	-9%	0%	-10%	-0.1	-10%

Source: PubChem BioAssay
